CAL PDZ FP-1: human CAL PDZ-peptide interaction inhibition. purified CAL PDZ, TMR-peptide fluorescence polarization, 1 h. inhibition, % at 20 µM. actives 0.02% (n = 330,000). AID 504414;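 active = highest replicate inhibition of at least 40%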;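 also: plate controls were DMSO neutral control wells for no effect and unlabeled competitor peptide control wells for full effect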
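material = purified tagged CAL PDZ domain construct (CerCALP) | buffer or medium = sodium phosphate/NaCl buffer pH 7.4 with TCEP, IgG, Thesit | reagent = TMR-labelled reporter peptide T*-PRC34 bound in PDZ groove | incubation = 1 h room-temperature incubation prior to read | measured by = fluorescence polarization (mP) | evaluation = percent inhibition from loss of millipolarization | control set = unlabelled peptide and DMSO controls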
CAL PDZ FP-2: inhibitors of human CAL PDZ peptide binding; purified CAL PDZ, TMR-peptide fluorescence polarization, 1 h; actives 0.92% (n = 300,000); AID 602252; inhibition, % at 24.9 µM;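 active = mean inhibition of at least 30% with at least half of replicates also reaching 30%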;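 also: 0% = DMSO neutral control and 100% = excess unlabeled competitor peptide PRC23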
Keap1 Nrf2 FP: inhibitors of human Keap1-Nrf2 protein-protein interaction; Q14145; Keap1 Kelch-Nrf2 peptide fluorescence polarization, 1536-well; inhibition, % at 9.4 µM; actives 0.15% (n = 340,000); in the data active = inhibition above about 12%;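 also: human Keap1 Kelch domain with fluorescein labeled Nrf2 9mer peptide probe; 0% = neutral control wells and 100% = peptide positive control; higher means more block of Keap1 binding to Nrf2 peptide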
Target sequence (Q14145 whole entry, looked up, the tested form may be a part): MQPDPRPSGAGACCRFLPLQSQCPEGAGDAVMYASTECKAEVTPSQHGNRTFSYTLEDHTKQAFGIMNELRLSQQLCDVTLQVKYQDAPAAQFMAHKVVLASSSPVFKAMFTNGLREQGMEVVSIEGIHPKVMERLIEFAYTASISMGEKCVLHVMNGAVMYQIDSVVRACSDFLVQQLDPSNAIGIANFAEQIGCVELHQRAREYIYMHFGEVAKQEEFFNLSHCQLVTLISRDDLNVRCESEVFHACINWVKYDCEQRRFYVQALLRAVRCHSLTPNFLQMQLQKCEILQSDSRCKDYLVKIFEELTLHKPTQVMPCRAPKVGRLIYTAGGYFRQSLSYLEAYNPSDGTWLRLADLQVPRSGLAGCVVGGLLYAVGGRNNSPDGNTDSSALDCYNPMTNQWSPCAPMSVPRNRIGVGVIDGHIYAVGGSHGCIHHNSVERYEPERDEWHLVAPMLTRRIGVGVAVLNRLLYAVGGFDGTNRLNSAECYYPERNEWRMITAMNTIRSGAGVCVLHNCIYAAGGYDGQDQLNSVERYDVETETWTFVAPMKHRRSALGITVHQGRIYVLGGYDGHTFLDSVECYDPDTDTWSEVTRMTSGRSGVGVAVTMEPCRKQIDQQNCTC
DAGLB inh: diacylglycerol lipase beta (human) inhibition; Q8NCG7; HEK293T DAGLB membrane lysate, EnzChek fluorogenic substrate; inhibition, % at 5.17 µM; actives 0.059% (n = 340,000); AID 504411; in the data active = inhibition above about 34%;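 also: 0% = enzyme with vehicle and 100% = wells lacking enzyme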
RTF Ca sens inh: cardiac RTF calcium desensitization; P19429+P45379; IANBD-labeled cardiac RTF, Ca2+ fluorescence; inhibition, % at 7.15 µM; actives 0.12% (n = 340,000);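 active = inhibition above the mean inhibition of all tested compounds plus 3 SD, cut at about 17% in these data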;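 also: assay run at fixed EC70 calcium of 1.6 mM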
Rtt109 Vps75: blocks Candida albicans Rtt109/Vps75 acetyltransferase activity; purified Rtt109/Vps75, ThioGlo CoA-SH fluorescence, 4 h; inhibition, % at 34.9 µM; actives 0.16% (n = 330,000);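 active = inhibition of at least 50% in every replicate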
Target sequence (Q5AAJ8 whole entry, looked up): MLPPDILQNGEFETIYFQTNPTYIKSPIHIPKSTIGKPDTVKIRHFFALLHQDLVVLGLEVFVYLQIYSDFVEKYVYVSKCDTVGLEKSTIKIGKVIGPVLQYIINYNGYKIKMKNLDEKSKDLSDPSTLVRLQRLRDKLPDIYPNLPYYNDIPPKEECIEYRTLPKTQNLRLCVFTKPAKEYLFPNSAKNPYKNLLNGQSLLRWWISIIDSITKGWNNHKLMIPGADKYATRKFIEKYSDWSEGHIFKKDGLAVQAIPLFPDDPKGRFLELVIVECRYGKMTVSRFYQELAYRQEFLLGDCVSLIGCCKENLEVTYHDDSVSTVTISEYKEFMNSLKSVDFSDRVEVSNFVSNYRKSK
C-LANA FP: KSHV C-LANA DNA binding inhibition; inhibition, % at 9 µM; actives 0.078% (n = 340,000); AID 504423; MBP-C-LANA/FAM-LBS DNA binding, fluorescence polarization;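 active = highest replicate inhibition at or above 60% at 9 µM, even if other replicates fall short; inactive = all replicates below 60% inhibition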;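 also: 0% = neutral control wells and 100% = 4 µM acridine orange control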
SR-BI uptake up: enhances SR-BI lipid uptake from DiI-HDL. CHO ldlA[mSR-BI] cells, DiI-HDL uptake fluorescence, 3 h; 100 = double the neutral-control signal. activation, % at 12.5 µM. actives 0.096% (n = 320,000);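 active = mean replicate activation of at least 60% and every replicate at or above 60%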;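 also: 0% = median plate neutral-control signal and 100% = twice that signal; values of inactives mirror those of a sister screen read the other way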
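material = CHO ldlA[mSR-BI] cells | medium = Ham's F12 with 0.5% BSA, HEPES 25 mM, pH 7.4 | reagent = fluorescent DiI-HDL, 10 µg/mL final | compound dosing = single-point compound dose | incubation = 3 h, 37 °C | measured by = bottom-read fluorescence, 550/595 nm | measure = HDL uptake via cellular fluorescence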
PKA-R2B activ: PKA-R2B complex activation. PKA-R2B holoenzyme dissociation, Cy5-IP20 fluorescence polarization; R2B truncated from residue 108, S112A mutant; 0% DMSO only, 100% 113 µM cGMP. activation, % at 11.4 µM. actives 0.079% (n = 340,000). AID 504700;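 active = activation above a cutoff set at the mean over all compounds plus 3 SD, cut at about 18% in these data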;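 also: higher means more holoenzyme dissociation and a rise in polarization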
cardiac RTF act: increases calcium sensitivity of human cardiac regulated thin filaments. actives 0.24% (n = 340,000). IANBD-labeled TnC RTF fluorescence at EC20 calcium; 0% EC20 calcium, 100% full calcium. AID 493008. P19429+P45379. activation, % at 7.2 µM;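 active = activation above the mean over all tested compounds plus 3 SD, cut at about 30% in these data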;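 also: rise in fluorescence read as greater calcium sensitivity of cardiac thin filaments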
An asterisk follows results filed as active; . = not tested or not shown.

A first look:
SMILES | CAL PDZ FP-1 | CAL PDZ FP-2 | Keap1 Nrf2 FP | DAGLB inh | RTF Ca sens inh | Rtt109 Vps75 | C-LANA FP | SR-BI uptake up | PKA-R2B activ | cardiac RTF act
COc1ccccc1N(CC(=O)N/N=C/c1ccc(OCC(=O)NCc2ccco2)cc1)S(=O)(=O)c1ccc(C)cc1 | -0.1 | . | -4 | 0 | 0 | 1 | -0.2 | -32 | 0 | 3
Cc1cccc(NC(=O)c2cccc(C(=O)Nc3cccc(C)c3)n2)c1 | -0.4 | -6 | -1 | -1 | 2 | 0 | -1.4 | -51 | 15 | -8

The listing, previewed entries included:
SMILES | CAL PDZ FP-1 | CAL PDZ FP-2 | Keap1 Nrf2 FP | DAGLB inh | RTF Ca sens inh | Rtt109 Vps75 | C-LANA FP | SR-BI uptake up | PKA-R2B activ | cardiac RTF act
COc1ccccc1N(CC(=O)N/N=C/c1ccc(OCC(=O)NCc2ccco2)cc1)S(=O)(=O)c1ccc(C)cc1 | -0.1 | . | -4 | 0 | 0 | 1 | -0.2 | -32 | 0 | 3
Cc1cccc(NC(=O)c2cccc(C(=O)Nc3cccc(C)c3)n2)c1 | -0.4 | -6 | -1 | -1 | 2 | 0 | -1.4 | -51 | 15 | -8
CN(C)C(CNC(=O)c1cccc(S(=O)(=O)Nc2ccccc2Cl)c1)c1ccco1 (stereo not drawn) | -0.4 | 32* | -4 | 0 | -3 | -1 | 0.4 | 12 | 0 | 0
O=C(Nc1ccc(N2C(=O)C3C4C=CC(C4)C3C2=O)cc1)Nc1nnc(C(F)(F)F)s1 (stereo not drawn) | -1.7 | . | -4 | 3 | -3 | 2 | 1.7 | 13 | -1 | 6
CCn1nc(-c2ccccc2)c2nc3ccccc3nc21 | -0.4 | -4 | 42* | -15 | -90 | -60 | 74 | -13 | -6 | 50*
CCN(c1ccc(NC(=O)COC(=O)c2ccc([N+](=O)[O-])o2)cc1)C(C)C | 0.0 | 1 | -1 | -3 | -10 | 7 | -0.6 | -8 | 1 | -3
Cc1ccc(C(CC(=O)NCc2ccco2)c2ccccc2)c(O)c1 (stereo not drawn) | -0.8 | 3 | -2 | -22 | -1 | -3 | 0.5 | 2 | -13 | -5
COc1ccc(/C(C)=N/OC/C(O)=C(\C#N)c2nc3ccccc3[nH]2)cc1 | -1.2 | 1 | -3 | 1 | -10 | -5 | -2.5 | 17 | -4 | -6
Cc1ccc(C)c(-c2cc(C(=O)Nc3sc(C)c(C)c3C(N)=O)c3ccccc3n2)c1 | -2.3 | . | -3 | 1 | -3 | 2 | 0.8 | -56 | 10 | 2
Cc1c(OCC(=O)NCC(O)c2ccccc2)ccc2c(-c3ccccc3)cc(=O)oc12 (stereo not drawn) | -0.7 | -4 | -2 | -5 | 0 | 2 | -1.0 | -51 | -6 | 1
COc1cc([N+](=O)[O-])ccc1NC(=O)CSc1nncn1-c1cccnc1 | -1.8 | . | -7 | 1 | -2 | -4 | 0.1 | . | 8 | 1
O=C(Nc1ccc2c(c1)OCO2)C1CC(c2cccc(Br)c2)=NO1 (stereo not drawn) | . | 42* | -1 | -1 | -7 | -2 | 3.2 | -7 | -5 | -2
CCOC(=O)c1cc[nH]c1CC(=O)NC | -0.2 | -3 | 4 | -2 | -8 | 19 | 0.5 | 12 | -11 | -4
Cc1ccc(Cn2c(N3CCN(C)CC3)nc3c2c(=O)[nH]c(=O)n3C)cc1 | -0.7 | . | -6 | 1 | 0 | 1 | 0.3 | 22 | -4 | 0
COC(=O)[C@H](C)NC(=O)Nc1ccc(Oc2ccccc2)cc1 | -1.6 | 0 | -2 | -2 | 8 | . | -0.6 | -12 | -4 | 0
COc1ccc(C)cc1NC(=O)c1[nH]c(C)c(C(C)=O)c1C | 0.4 | -5 | -4 | 0 | -1 | -9 | 0.2 | -57 | 2 | -2
O=C(O)c1ccc(CSc2ncnc3c2cnn3Cc2ccccc2)cc1 | -0.3 | -5 | -6 | 2 | 3 | -1 | -1.3 | 14 | -4 | 2
COc1ccc2nc(C)cc(SCC(=O)N/N=C/c3ccc(O)cc3O)c2c1 | -1.7 | -4 | -2 | -1 | 3 | -3 | -0.1 | 8 | 3 | 3
Cc1ccc(C(=O)NNC(=O)CNc2cccc(Cl)c2)cc1 | -0.2 | -2 | 0 | -1 | 0 | -5 | -1.2 | -12 | 11 | 5
O=C(CN1CCCN(S(=O)(=O)c2ccc(F)cc2)CC1)Nc1c(Cl)cccc1Cl | -0.5 | -5 | -2 | -4 | 11 | 1 | -0.1 | -7 | 5 | 1
CCc1cc2c(SCC(=O)NCC3CCCO3)ncnc2s1 (stereo not drawn) | -0.2 | 10 | -3 | -1 | 3 | -6 | -0.6 | -4 | -7 | 5
COc1ccc(-n2cc(C(=O)c3cc(Cl)ccc3O)cc(C#N)c2=O)cc1 | -0.9 | -3 | -9 | 3 | -20 | 5 | 1.7 | -32 | -7 | 3
CCN(CC)CCCNC(=O)Cn1cnc2ccc(S(=O)(=O)N3CCC(C)CC3)cc2c1=O | -0.2 | 3 | -2 | -3 | -1 | 22 | 1.0 | 6 | 5 | 3
CC(=O)Nc1cccc(OCC(=O)Nc2sccc2C(N)=O)c1 | -0.3 | -1 | -4 | -5 | -19 | 6 | 0.5 | . | -7 | 0
COc1cc(C(=O)NCc2cc(C)nc3ccccc23)cc(OC)c1OC | -1.9 | 1 | -7 | 1 | -10 | 4 | 1.6 | -3 | -7 | 6
COc1cc(NC(=O)Cc2nn(C)c(=O)c3ccccc23)cc(OC)c1OC | -1.5 | -4 | -1 | -1 | -3 | 11 | 1.3 | 30 | -13 | 0
Cc1cccc(NC(=O)c2cccc(NC(=O)c3ccccc3)c2)n1 | -3.4 | . | -1 | -2 | -10 | -5 | -1.6 | -47 | -1 | 13
CC(C)CCNC(=O)C1CC(c2ccc(C(F)(F)F)cc2)=NO1 (stereo not drawn) | -3.0 | -1 | -4 | -5 | 10 | -5 | -2.8 | 11 | -1 | 3
NNC(=O)CNc1cccc(Cl)c1 | -3.3 | 1 | 2 | -1 | -7 | -14 | -0.9 | 18 | 1 | 0
O=C(Cn1cncn1)NCc1cccc(C(F)(F)F)c1 | -2.6 | . | 3 | 0 | 5 | -7 | -0.6 | -16 | -1 | -2
COc1ccc(N2CC(C(=O)NC3CCSC3=O)CC2=O)cc1 (stereo not drawn) | -1.4 | . | -3 | 0 | 5 | 2 | -0.9 | . | 4 | 1
CCC(CC)C(=O)Nc1nnc(S(=O)(=O)N2CCCCCC2)s1 | -1.7 | . | 0 | 6 | -7 | -11 | -1.2 | -1 | -7 | -1
COC(=O)c1cccc(S(=O)(=O)N2CCC(n3nnc4cc(F)ccc43)CC2)c1 | -4.0 | -5 | 0 | -5 | -8 | 0 | 1.0 | 12 | 11 | 3
O=C(CNC(=O)C1CCCCC1)OCC(=O)c1ccc(Br)cc1 | 0.0 | -2 | 1 | 0 | -5 | 8 | 0.5 | 15 | -4 | -1
Clc1cncc(Cl)c1N/N=C/c1ccncc1 | -1.2 | -1 | 0 | 0 | -14 | -1 | -1.0 | 2 | 0 | -5
CC1(C)CC(=O)CC(=O)/C1=N\Nc1c(Cl)cc(Cl)cc1Cl | 0.1 | -1 | -3 | 0 | -9 | -5 | -0.7 | 2 | -5 | 13
CC(C)c1ccc(C2CC(c3ccc(Br)cc3)=NN2C(N)=S)cc1 (stereo not drawn) | -0.7 | -1 | 3 | -6 | -7 | -11 | -1.2 | -5 | -5 | -2
Cc1nnc(NC(=O)CSc2nnc(Cc3cccn3C)n2-c2cccc(C(F)(F)F)c2)s1 | -0.1 | . | -4 | 1 | 0 | 5 | 0.6 | 20 | -4 | 5
CCC(=O)N/N=C(\C)CC(=O)Nc1ccc2c(c1)OCCO2 | -2.4 | 0 | 1 | 3 | 1 | -1 | 0.6 | 15 | -4 | -6
Cc1cc(=O)oc2cc(NC(=S)NCc3ccccn3)ccc12 | -4.1 | 7 | -6 | 0 | -4 | -56 | 2.3 | -8 | 5 | 6
CC(=O)c1ccc(N2CCN(CC(=O)N(C3CC3)C3CCS(=O)(=O)C3)CC2)c(F)c1 (stereo not drawn) | -0.4 | -4 | -1 | 2 | -14 | 3 | 0.1 | -8 | 0 | 6
CCc1ccc(C)[n+](CC(=O)c2cccs2)c1 | -0.3 | 0 | -1 | 0 | 1 | 7 | -1.0 | 13 | -9 | -4
COc1ccc(Cl)cc1NC(=O)c1c(-c2ccccc2)noc1C | . | 2 | -3 | -8 | -4 | -4 | 0.6 | -76 | -5 | 7
CCc1ccc(OCC(=O)Nc2ccc3c(c2)OCCO3)cc1 | -0.7 | -5 | -7 | -13 | -28 | 1 | -1.4 | 14 | -15 | 6
C/C(=N\NC(=O)CNc1cccc(Cl)c1C)C1CC1 | -0.8 | . | -1 | -7 | -5 | -19 | -0.1 | 20 | 2 | 1
C=CCn1c(SCC(=O)Nc2nccs2)nnc1-c1ccco1 | 0.8 | -2 | -4 | -2 | -2 | -3 | -1.6 | -15 | -8 | 17
Cc1nc(Nc2ccc(F)cc2)nc(Nc2ccc(F)cc2)c1[N+](=O)[O-] | -2.9 | 2 | -1 | -8 | -16 | 2 | -0.2 | . | 2 | -2
COc1cccc(Cn2cc(N)cn2)c1 | -0.6 | 5 | 0 | -1 | 1 | -4 | 2.4 | 4 | -8 | 1
O=C(O)CCc1ccc(-c2ccccc2)n1NC(=O)c1cccs1 | -0.4 | -2 | -3 | 0 | -1 | 1 | -2.6 | -10 | -6 | -5
CCCS(=O)(=O)n1nc(-c2ccccc2)cc1N | -0.1 | . | -2 | -3 | -2 | -2 | 1.2 | 3 | -8 | -1
CC12C(=O)N(c3ccccc3)C(=O)C1C(c1ccccc1)N1CCCN12 (stereo not drawn) | 0.6 | -3 | -5 | -4 | -8 | 0 | -1.7 | -1 | 3 | 6
CCCOC(=O)C(C)n1cnc2sc(C)c(C)c2c1=O (stereo not drawn) | -2.7 | -4 | 4 | -2 | -5 | -2 | 0.5 | 34 | 1 | 2
COc1ccccc1/C=N/NC(=O)CNC(=O)c1ccccc1 | -2.9 | 1 | 0 | 0 | 2 | 36 | 8.2 | . | 2 | 1
Cc1ccc(-c2nc3ccccc3[nH]2)cc1NC(=O)/C=C/c1ccco1 | . | -6 | 1 | 1 | -4 | 13 | -1.3 | -30 | 12 | -2
O=C(CCOc1ccccc1)Nc1ccc(S(=O)(=O)Nc2ncccn2)cc1 | 0.5 | . | -5 | -1 | -1 | -6 | 0.3 | 6 | 2 | -6
O=C(Nc1ccc(N2CCN(Cc3ccccc3F)CC2)cc1)c1ccc([N+](=O)[O-])o1 | -2.3 | -4 | 0 | 14 | -3 | -5 | 0.5 | -20 | -2 | 1
Cc1nc(NCc2cccnc2)c2c3c(sc2n1)CC(C)CC3 (stereo not drawn) | -4.4 | -1 | -4 | 1 | 2 | 7 | 0.1 | -71 | -6 | -2
